# Source: PubChem
# CSN inh = blocks human CSN-mediated cullin deneddylation; Purified CSN, SCF-Nedd8-OG deneddylation, fluorescence polarization; inhibition, % at 12.5 µM; 360,000 compounds, 0.38% hits;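 active = pattern-corrected inhibition above about 35%, with an unprinted fluorescence ratio check between 0.5 and 1.5, limit read from the data, passing the limit was not always enough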;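 also: 0% = enzyme with substrate and 100% = substrate without enzyme; some results filed as inactive read as strong as hits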
#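 Detection – fluorescence polarization · System – HEK293T-derived human Csn5 enzyme · Controls – substrate-only high control, full reaction low control · Timing – 90 min, room temperature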
# Neddyl block = inhibitors of human cullin neddylation. calls only at 25 µM. AID 651699. 360,000 compounds, 0.58% hits. P61081+Q13564. TR-FRET cullin neddylation, biochemical; in the data active = inhibition above about 36%
# Target sequence (P61081 whole entry, looked up): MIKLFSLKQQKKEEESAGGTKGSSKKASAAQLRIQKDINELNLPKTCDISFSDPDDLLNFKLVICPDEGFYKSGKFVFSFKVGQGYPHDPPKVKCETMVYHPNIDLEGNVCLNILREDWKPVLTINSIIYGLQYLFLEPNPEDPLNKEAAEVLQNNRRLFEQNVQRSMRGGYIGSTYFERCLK
# Target sequence (Q13564 whole entry, looked up): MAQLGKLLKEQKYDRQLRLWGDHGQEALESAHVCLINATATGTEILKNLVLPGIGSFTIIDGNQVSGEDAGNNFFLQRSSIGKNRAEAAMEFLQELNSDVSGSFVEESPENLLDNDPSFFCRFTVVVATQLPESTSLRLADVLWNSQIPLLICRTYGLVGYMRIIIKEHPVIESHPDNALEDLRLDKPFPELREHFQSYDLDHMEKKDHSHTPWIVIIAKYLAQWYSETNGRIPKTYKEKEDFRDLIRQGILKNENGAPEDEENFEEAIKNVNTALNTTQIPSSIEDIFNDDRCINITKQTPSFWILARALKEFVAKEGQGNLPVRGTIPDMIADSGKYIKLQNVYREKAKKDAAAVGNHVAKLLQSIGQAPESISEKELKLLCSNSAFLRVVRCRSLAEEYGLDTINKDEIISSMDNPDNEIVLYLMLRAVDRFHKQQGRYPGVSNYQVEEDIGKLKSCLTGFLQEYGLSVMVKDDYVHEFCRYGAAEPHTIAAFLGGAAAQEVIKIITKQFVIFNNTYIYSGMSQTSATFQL
# STEP inh = blocks human striatal-enriched tyrosine phosphatase; recombinant STEP, OMFP fluorogenic substrate, fluorescence; inhibition, % at 20 µM; 360,000 compounds, 0.25% hits; AID 588621;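 active = inhibition at 20 µM, scaled per plate between control wells, above about 37%, limit read from the data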;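 also: 0% = DMSO with enzyme and substrate and 100% = substrate only without enzyme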
#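 Also added – OMFP at 25 µM · Test system – STEP tyrosine phosphatase · Technique – FITC-channel fluorescence of OMFP product · Schedule – 20 min at room temperature, dark · Evaluation – control-normalized % inhibition with plate pattern correction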
# Rpn11 inh = blocks the human proteasome subunit Rpn11; calls only at 20 µM; O00487; human 26S proteasome, Ub4-pepOG fluorescence polarization; 20S core pre-blocked with epoxomicin; 360,000 compounds, 0.59% hits;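 active = inhibition at 20 µM, scaled to each plate's controls, above about 33%, limit read from the data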
# SUMO1 PPI mod = modulators of human SUMO1-mediated protein-protein interactions | 360,000 compounds, 0.33% hits | P63165 | inhibition, % at 20 µM | SUMO1 binding to a labelled peptide, TR-FRET, 1 h; in the data active = inhibition above about 37%
# NadD block = NadD (S. aureus) enzyme inhibition; purified NadD enzyme, colorimetric absorbance read-out; inhibition, % at 20 µM; 360,000 compounds, 0.78% hits; in the data active = inhibition above about 26%; also: some compounds past the cut are filed as inactive
# Rin1-Abl PPI inh = blocks binding of human Rin1 to Abl; TR-FRET Rin1/Abl binding, biochemical; inhibition, % at 7.35 µM; 360,000 compounds, 0.4% hits; in the data active = inhibition above about 5%, passing the limit was not always enough
# LMPTP block = blocks human LMPTP phosphatase | P24666 | recombinant LMPTP-A, OMFP fluorogenic substrate, fluorescence intensity | inhibition, % at 20 µM | 360,000 compounds, 0.22% hits | AID 651560;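 active = compounds that cut the enzyme signal by at least half of the control window in the single-dose screen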;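 also: plate controls were DMSO wells with enzyme plus substrate for no effect and substrate without enzyme for full effect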
# Target sequence (P24666 whole entry, looked up): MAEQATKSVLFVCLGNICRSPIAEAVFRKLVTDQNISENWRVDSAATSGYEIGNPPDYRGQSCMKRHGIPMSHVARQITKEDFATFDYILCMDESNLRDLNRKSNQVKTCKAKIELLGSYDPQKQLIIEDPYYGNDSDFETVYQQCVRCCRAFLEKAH
#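 material = LMPTP-A | quantity = 0.625 nM enzyme | reagent = OMFP substrate, 400 µM final | buffer or medium = Bis-Tris pH 6.0, DTT, detergent | detection = endpoint fluorescence intensity from OMFP dephosphorylation | dosing = single 20 µM dose | read-out basis = % inhibition relative to no-enzyme and uninhibited control wells | control set = no-enzyme and uninhibited controls | timing = 50 min at room temperature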
# Scp-1 inhibitor = blocks human Scp-1 phosphatase activity; Q9GZU7; Recombinant Scp1, phosphopeptide, malachite green phosphate absorbance; inhibition, % at 20 µM; 340,000 compounds, 0.88% hits;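 active = inhibition above about 50% at 20 µM, limit read from the data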;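 also: plate controls were DMSO wells with enzyme for no effect and wells lacking enzyme for full effect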
# Target sequence (Q9GZU7 76-261 limits assumed): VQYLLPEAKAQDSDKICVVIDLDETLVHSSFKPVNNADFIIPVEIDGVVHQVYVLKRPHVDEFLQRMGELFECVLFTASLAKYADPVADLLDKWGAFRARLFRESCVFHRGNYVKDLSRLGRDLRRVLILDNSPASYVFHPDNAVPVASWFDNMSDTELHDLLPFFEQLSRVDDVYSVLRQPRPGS
#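 System: truncated SCP-1 phosphatase (76-261aa); medium: Tris acetate buffer pH 5.5 with MgCl2 and Tween-20; incubation: 45 min room-temperature reaction, 5 min colour, 30 min stabiliser; compound: single 20 µM dose, 1% DMSO; reagent: Phosphorylated 17-residue peptide substrate; read-out: % inhibition at 20 µM; technique: colorimetric free-phosphate detection, absorbance 630 nm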
# DNMT1 block = inhibitors of human DNMT1; P26358; DNMT1 molecular beacon, Hinp1I cleavage, fluorescence; inhibition (reported as % activation of signal), % at 10 µM; 360,000 compounds, 0.83% hits; AID 588458; in the data active = inhibition above about 50%
# Active calls of the source: *; i = inactive; nt = no result given; + = active, no number; & = joins results of further samples.
# Order of values: CSN inh	Neddyl block	STEP inh	Rpn11 inh	SUMO1 PPI mod	NadD block	Rin1-Abl PPI inh	LMPTP block	Scp-1 inhibitor	DNMT1 block
1. BrC(=C\c1ccccc1)/C=N/Nc1nc2ccccc2[nH]1
→ -2	i	2	i	-12	3	-1	-0.3	-6	-7
2. O=C(Nc1ccc(S(=O)(=O)N2CCCC2)cc1)c1ccc(F)cc1
→ -6	i	-3	i	-3	4	0	-0.4	-5	1
3. Cc1cc(N2C(=O)C(O)=C(C(=O)c3ccco3)C2c2ccc([N+](=O)[O-])cc2)no1 (centres undefined)
→ 2	i	3	i	-20	4	-1	1.2	7	2
4. Cc1cc(C(=O)OCC(=O)Nc2ccccc2)c(C)o1
→ -4	i	-4	i	-3	-4	3	0.2	-1	2
5. COCCN(CCOC)C(=S)Nc1ccccc1
→ -1	i	5	i	-3	-1	5	-0.1	-1	14
6. CC1(C)C(=O)OC(c2cccn2-c2ccc([N+](=O)[O-])cc2)C2(CCCCC2)C1=O (centres undefined)
→ 3	i	-1	i	2	7	-2	-1.2	-10	8
7. CN(C(=S)NCCN1CCOCC1)C(c1ccccc1)c1ccccc1
→ -5	i	-2	i	0	-5	1	-2.2	-1	-1
8. CC1(C)Cc2c(ccc3ccccc23)C(c2cc3ccccc3oc2=O)=N1
→ -1	i	4	i	5	13	-7	1.4	0	-5
9. Cc1ccc2cc(CN(C(=O)c3cccnc3)C(C)C)c(=O)[nH]c2c1
→ -7	i	0	i	-1	-4	2	-0.7	3	-18
10. COc1cc(NC(=O)NC2Cc3ccccc3C2)cc(OC)c1
→ -1	i	4	i	7	-7	3	0.2	-7	-2
11. Cc1ccc(Cl)cc1NC(=S)N1CCCCCC1
→ -1	i	3	i	7	-2	0	-0.6	4	4
12. CC(C)Oc1ccccc1C1CC(=O)Nc2cc3c(cc21)OCO3 (centres undefined)
→ -5	i	7	i	3	-5	-3	0.3	-10	-4
13. C#CCN1CCc2onc(-c3ccc(Br)cc3)c2C1=O
→ -1	i	nt	nt	-1	nt	nt	-0.4	nt	nt
14. CC(=Nc1ccc(C)cc1C)c1sc2ccccc2c1O
→ 6	+	3	+	-19	-8	-2	4.4	-13	1
15. CC12C(=O)N(c3nccs3)C(=O)C1C1C=CC2C1 (centres undefined)
→ -2	i	-6	i	-3	8	2	-2.3	-1	3
16. CC(C)(C)n1ncc2c(=O)n(CC(=O)NCc3ccc(F)cc3)cnc21
→ 1	i	2	i	-1	-8	2	-3.6	-7	1
17. Cc1onc(-c2ccccc2Cl)c1C(=O)Nc1ccc(Br)cc1
→ 3	i	-1	i	0	-2	1	1.2	-9	0
18. O=C(NC1CC2CCCC(C1)N2CC(=O)N1CCCc2ccccc21)C1CCCCC1 (centres undefined)
→ -1	i	-2	i	-2	3	2	-1.5	-4	10
19. CCCNC(=O)c1ccccc1NC(=O)c1cccc(-n2cnnn2)c1
→ 3	i	-2	i	6	-4	0	-0.6	-5	-5
20. O=C(NNC(=O)c1ccco1)c1csc(N2CCOCC2)n1
→ 6	i	2	i	5	-1	-4	-1.5	-7	-1
21. CCCc1cc(-n2ccnc2C)n2c(nc3ccccc32)c1C#N
→ 7	+	-3	i	-8	-4	-2	-4.7	-12	-4
22. O=C(Nc1ccc2c(c1)OCO2)C1CC(c2ccc(Cl)cc2)=NO1 (centres undefined)
→ -2	i	4	i	3	-2	0	0.7	-5	1
23. CNC(=O)C1CCN(S(=O)(=O)c2c(C)noc2/C=C/c2ccccc2F)CC1
→ -2	i	-1	i	-24	-5	-3	-0.3	-9	0
24. C=CCn1cc(/C=C2\SC(N3CCOCC3)=NC2=O)c2ccccc21
→ 3	i	2	i	-13	2	-7	1.4	-15	1
25. NC(=O)C[n+]1cccc2ccccc21
→ -16	i	-5	i	-21	5	1	-0.4	99*	0
26. O=C(O)C(Cc1c[nH]c2ccccc12)NS(=O)(=O)c1cccc(Cl)c1Cl (centres undefined)
→ 0	i	0	i	3	-4	2	-1.3	5	2
27. N#CC(C#N)=C1c2cc(S(=O)(=O)NCCO)ccc2-c2ccc(S(=O)(=O)NCCO)cc21
→ -2	i	-1	i	-33	2	-6	-0.9	-4	-3
28. O=C(COC(=O)c1ccc(Br)o1)Nc1nc2ccccc2s1
→ -3	i	2	i	11	1	-2	0.3	-9	-2
29. O=Cc1c(NCc2cccc(F)c2)c2ccccc2[nH]c1=O
→ -3	i	2	i	-2	0	-1	-0.9	-16	-5
30. COc1ccc(C(C)=O)cc1COC(=O)c1ccc2c(c1)OCO2
→ 0	i	3	i	-10	-5	0	1.6	0	-5

# The last six entries of the part before open the next one:
# Order of values: CSN inh	Neddyl block	STEP inh	Rpn11 inh	SUMO1 PPI mod	NadD block	Rin1-Abl PPI inh	LMPTP block	Scp-1 inhibitor	DNMT1 block
25. NC(=O)C[n+]1cccc2ccccc21
→ -16	i	-5	i	-21	5	1	-0.4	99*	0
26. O=C(O)C(Cc1c[nH]c2ccccc12)NS(=O)(=O)c1cccc(Cl)c1Cl (centres undefined)
→ 0	i	0	i	3	-4	2	-1.3	5	2
27. N#CC(C#N)=C1c2cc(S(=O)(=O)NCCO)ccc2-c2ccc(S(=O)(=O)NCCO)cc21
→ -2	i	-1	i	-33	2	-6	-0.9	-4	-3
28. O=C(COC(=O)c1ccc(Br)o1)Nc1nc2ccccc2s1
→ -3	i	2	i	11	1	-2	0.3	-9	-2
29. O=Cc1c(NCc2cccc(F)c2)c2ccccc2[nH]c1=O
→ -3	i	2	i	-2	0	-1	-0.9	-16	-5
30. COc1ccc(C(C)=O)cc1COC(=O)c1ccc2c(c1)OCO2
→ 0	i	3	i	-10	-5	0	1.6	0	-5
31. Cc1ccc(N(C(=O)CNC(=O)c2ccco2)C(C(=O)NC2CCCCC2)c2ccncc2)c(C)c1 (centres undefined)
→ 1	i	-3	i	3	2	3	0.2	-4	0
32. Cc1cccc(C)c1OCc1cc(C(=O)N(C)CCc2ccccn2)no1
→ 1	i	0	i	0	3	-5	-0.1	-5	1
33. N#Cc1ccccc1COC(=O)c1cccnc1N
→ 10	nt	-2	i	-1	2	-4	-0.2	-12	1
34. COc1ccc(-n2c(=O)c3ccccc3n(CC(=O)NC3CCCCC3)c2=O)cc1
→ 0	i	-2	i	3	-7	0	-2.7	0	2
35. CCOCCCNC(=O)/C=C1\Sc2ccccc2N(Cc2ccccc2F)C1=O
→ -3	i	2	i	-15	-9	-4	0.2	-11	-2
36. C[C@@H]1CC[C@H]2C(=O)N3[C@@H](CC[C@@H](C)[C@@H]3c3ccc(Br)cc3)C(=O)N2[C@H]1c1ccc(Br)cc1
→ -2	i	2	i	4	14	-2	4.1	38	-9
37. Cc1cc(C)c[n+](CC(=O)c2ccc(-c3ccccc3)cc2)c1
→ 1	i	-1	i	-3	-4	1	-1.2	7	-1
38. O=C(NCCc1ccc2c(c1)OCCO2)c1ccc([N+](=O)[O-])cc1Cl
→ 1	i	-4	i	-25	3	0	-0.6	-6	-1
39. CCCCNc1ncnc2c1nnn2Cc1ccccc1Cl
→ -6	i	1	i	4	-1	2	0.4	-5	-1
40. Cc1cc(=O)cc(C)n1-c1ccc(Cl)c(Cl)c1
→ -4	i	-1	i	6	-2	0	-1.3	-1	2
41. CCOC(=O)c1c(Nc2ccc(Cl)cc2)sc(/C=C2\C=Nc3ccccc32)c1O
→ 18&20	i	-3&10	nt	11&0	33*	0&2	0.7&1.2	3	5&-4
42. COC(=O)c1c(C(=O)OC)c2ccccn2c1C(=O)c1ccccc1
→ 3	i	0	i	0	3	-1	0.5	-11	1
43. O=C(NCC[C@@H]1CC[C@@H](NS(=O)(=O)Cc2ccccc2)[C@@H](CO)O1)C1CC1
→ 0	i	nt	nt	10	nt	nt	0.8	nt	nt
44. CC(=O)NCCc1nc2cc(NC(=O)c3ccc(Cl)cc3)ccc2n1C
→ 0	i	-5	i	2	-2	2	2.4	-1	14
45. S=C1SCN(Cc2ccccc2)CN1Cc1ccco1
→ 1	i	5	i	-10	6	3	2.0	nt	-6
46. CCOc1ccc2[nH]c(=O)c(C(c3nnnn3Cc3ccco3)N3CCCC(C)C3)cc2c1 (centres undefined)
→ 4	i	6	i	22	18	2	-0.4	-1	5
47. Cc1cccc(OCCOc2ccccc2C=C(C#N)C#N)c1
→ 3	i	-1	i	4	-1	0	1.5	-9	-13
48. CCOC(=O)N1CCN(C(=O)c2ccc3c(c2)N(C)C(=O)/C(=C\c2ccc(OCC)c(OC)c2)S3)CC1
→ 7	i	0	i	-29	-8	-3	0.4	5	-5
49. O=C(CCNC(=O)c1ccc(Cl)cc1)Nc1cccc(S(=O)(=O)N2CCCCC2)c1
→ -6	i	-5	i	2	1	0	1.0	-8	-9
50. COc1ccc(NC(=O)C(=O)N/N=C/c2cccnc2)cc1
→ 4	i	1	i	-11	-6	-3	0.7	-16	0
51. O=C(c1ccco1)N1CCN(C(=O)C2CC(c3ccc(Cl)c(Cl)c3)=NO2)CC1 (centres undefined)
→ -2	i	-3	i	-9	-4	-2	-0.6	-1	1
52. Cn1nc(C(=O)NCc2cccnc2)c2ccccc2c1=O
→ -1	i	-3	i	-4	0	-8	-0.7	-8	3
53. CSc1nc(-c2ccccc2)cc(C)c1C#N
→ -1	i	-2	i	-1	-8	-1	1.2	-9	5
54. CN1CCN(S(=O)(=O)c2ccc(N(C)Cc3ccc(OC(F)F)cc3)c([N+](=O)[O-])c2)CC1
→ 3	i	0	i	-18	-10	0	-0.6	1	-1
55. CC1CCN(C(=O)Cn2c(=O)oc3cc(S(=O)(=O)N4CCCCC4)ccc32)CC1
→ -3	i	-1	i	1	-4	1	-0.9	-5	4
56. NC(=O)CCC(NS(=O)(=O)c1ccc(Cl)cc1)C(=O)NCC1CCCCC1 (centres undefined)
→ 2	i	3	i	4	12	5	-0.4	-5	-4
57. Cc1ccccc1C(=O)N1CCN(c2ccc(NC(=O)c3ccco3)cc2Cl)CC1
→ -7	i	3	i	-2	6	-3	13	1	-5
58. CC(C)COc1ccc(C(=O)Nc2ccc(N3CCOCC3)cc2N2CCOCC2)cc1
→ 5	i	0	i	1	1	-3	2.7	-5	-10
59. CCOc1ccc(N2C(=O)CC(SC(=NC)Nc3ccc(F)cc3)C2=O)cc1 (centres undefined)
→ -1	i	-2	i	-2	2	0	0.5	-4	-8
60. O=C(COc1ccc(Br)cc1)NC(=S)Nc1ccccc1N1CCOCC1
→ 1	i	0	i	3	0	2	0.0	-5	-3
61. CN(CC(=O)Nc1ccc(F)cc1)C(=O)CCc1nc2ccccc2c(=O)[nH]1
→ -3	i	0	i	-1	-1	-2	1.0	-1	1
62. CC(C)Oc1cc(NC(=O)CS(=O)(=O)CC(=O)N(C)C)c(Cl)cc1Cl
→ -8	i	-1	i	4	-5	-2	1.5	-1	-1
63. CCNc1ccc(S(=O)(=O)N2CCOCC2)cc1NCC(=O)Nc1cccc(Br)c1
→ -4	i	-2	i	4	3	3	0.7	nt	-8
64. C=CCNC(=O)NC(=O)COC(=O)CCCSc1nc2ccccc2[nH]1
→ -1	i	1	i	-3	-3	3	0.0	-10	2
